Screening results as filed in PubChem BioAssay.
PostGolgi ctrl: yeast control strain growth, post-Golgi counter-screen; efflux-deficient yeast background strain, growth absorbance A615, 16 h; inhibition, % at 10 µM; 5% of 98,000 active; AID 738; in the data active = inhibition above about 30%
S1P2 ag: activates the human S1P2 receptor; O95136; S1P2-expressing cell line, agonist reporter read-out; activation, % at 4.5 µM; 0.46% of 97,000 active; AID 729; in the data active = activation above about 16%;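 note: 0% = vehicle low control and 100% = maximal reference agonist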
Target sequence (O95136 whole entry, looked up): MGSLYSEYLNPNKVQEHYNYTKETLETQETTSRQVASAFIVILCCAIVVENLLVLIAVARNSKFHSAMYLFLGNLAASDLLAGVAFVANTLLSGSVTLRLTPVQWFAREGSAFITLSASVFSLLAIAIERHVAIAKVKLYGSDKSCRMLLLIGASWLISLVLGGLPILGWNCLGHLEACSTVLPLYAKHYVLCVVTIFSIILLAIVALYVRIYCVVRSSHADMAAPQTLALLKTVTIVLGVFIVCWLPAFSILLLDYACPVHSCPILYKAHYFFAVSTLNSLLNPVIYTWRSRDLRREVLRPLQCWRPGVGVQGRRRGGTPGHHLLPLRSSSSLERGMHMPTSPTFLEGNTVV
S1P2 blocker: antagonists of human S1P2 receptor; 0.21% of 97,000 active; inhibition, % at 5 µM; AID 736; O95136; cell-based S1P2 antagonist assay, inhibition at 5 uM; in the data active = inhibition above about 45%;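 note: CRE beta-lactamase reporter cells expressing human S1P2 stimulated with S1P; 0% = agonist at EC80 alone and 100% = agonist plus reference antagonist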
sEH act: increases human soluble epoxide hydrolase activity; 0.04% of 91,000 active; P34913; activation, % at 2 µM; purified human sEH enzymatic activity, activator screen; in the data active = activation above about 37%; note: values of inactives mirror those of a sister screen read the other way
Target sequence (P34913 whole entry, looked up): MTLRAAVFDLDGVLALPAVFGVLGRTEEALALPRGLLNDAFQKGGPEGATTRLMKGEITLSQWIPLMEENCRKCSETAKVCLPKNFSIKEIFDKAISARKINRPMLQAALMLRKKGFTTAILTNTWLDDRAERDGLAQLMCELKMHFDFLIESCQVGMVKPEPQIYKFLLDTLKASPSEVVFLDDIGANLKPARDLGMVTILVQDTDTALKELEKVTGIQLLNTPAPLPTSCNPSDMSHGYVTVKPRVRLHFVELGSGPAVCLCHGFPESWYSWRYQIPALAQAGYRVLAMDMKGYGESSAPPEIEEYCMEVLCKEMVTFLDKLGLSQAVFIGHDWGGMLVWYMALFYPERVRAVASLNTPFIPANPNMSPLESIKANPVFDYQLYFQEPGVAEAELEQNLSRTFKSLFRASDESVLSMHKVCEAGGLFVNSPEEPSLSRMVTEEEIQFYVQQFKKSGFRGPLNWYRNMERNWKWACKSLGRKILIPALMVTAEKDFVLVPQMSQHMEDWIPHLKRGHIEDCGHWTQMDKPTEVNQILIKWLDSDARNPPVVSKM
HUVEC prolif 384: blocks proliferation of human endothelial cells; HUVEC proliferation, CellTiter-Glo luminescence, 72 h; stronger effect = lower value; viability, % at 10 µM (by protocol); 1.1% of 86,000 active;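 active = viability at or below 30%; inactive = viability above 30%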;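 note: 100% = median luminescence of DMSO-only cell control wells on each plate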
H69AR growth 86K: blocks growth of human H69AR lung tumor cells; H69AR lung tumor viability, ATP luminescence, 72 h; stronger effect = lower value; viability, % at 10 µM; AID 598; 6% of 85,000 active;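 active = viability at or below 40%; inactive = viability above 40%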;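 note: multidrug resistant small cell line overexpressing MRP-1 efflux transporter; 100% = mean luminescence of untreated control wells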
PTPN22 act: activators of human LYP (PTPN22) phosphatase. Q9Y2R2. recombinant LYP, DiFMUP fluorescence; 0 = plate median, 100 = signal doubled. 0.11% of 96,000 active. activation, % at 2 µM;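 active = activation at 2 µM above a set limit, the mean plus 5 SD, cut at about 37% in these data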
Fibroblast inh: blocks proliferation of human lung fibroblasts; LL 47 human lung fibroblast viability, ATP luminescence; stronger effect = lower value; viability, % at 10 µM; 1.1% of 85,000 active; AID 719;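 active = viability at or below 50% in the single dose screen; inactive = viability above 50%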;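 note: compound exposure lasted 72 h before the ATP readout; 100% = median luminescence of untreated cell-only wells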
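Material: human lung fibroblast line LL 47, low passage; Evaluation: viability percentage against median untreated-cell control; Buffer or medium: 15% FBS in IMEM; Incubation: 72 h compound exposure at 37 °C after overnight plating; Dosing: 0.1% DMSO in all compound wells; Measured by: CellTiter-Glo luminescence.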
sEH inhibitor: soluble epoxide hydrolase (human) inhibition; P34913; recombinant human sEH enzymatic activity assay; inhibition, % at 2 µM; 0.34% of 91,000 active; in the data active = inhibition above about 80%; note: values of inactives mirror those of a sister screen read the other way; many of its hits are not listed in these tables
Starred values were filed as active, the others as inactive. Only part of the results is shown; the hit share may differ from the screen's.

Screening CCOc1ccc(NS(=O)(=O)c2ccc(NS(=O)(=O)c3ccccc3)cc2)cc1 returned PostGolgi ctrl 2, S1P2 ag -3, S1P2 blocker -28, sEH act 5, HUVEC prolif 384 83, H69AR growth 86K 63, PTPN22 act 8, Fibroblast inh 93 and sEH inhibitor -6.
Nc1nc(CSCCO)nc(Nc2ccc(F)cc2)n1 was read as PostGolgi ctrl 8, S1P2 ag -8, S1P2 blocker 7, sEH act 9, HUVEC prolif 384 101, H69AR growth 86K 99, PTPN22 act -9, Fibroblast inh 97 and sEH inhibitor -5.
Screening CC(CCc1ccccc1)NC(=O)C(=O)NCCO (configuration not stated) returned PostGolgi ctrl 3, S1P2 ag -8, S1P2 blocker 13, sEH act -2, PTPN22 act -1 and sEH inhibitor 3.
CN1CCN(C(=O)c2ccccc2-c2ccccc2C(=O)O)CC1 was read as PostGolgi ctrl 4, S1P2 ag -1, S1P2 blocker 9, sEH act -3, HUVEC prolif 384 103, H69AR growth 86K 103, PTPN22 act -3, Fibroblast inh 97 and sEH inhibitor 3.
For CCC(C)(C(=O)NC1CCCCC1)N(Cc1ccco1)C(=O)c1ccc2c(c1)OCO2 (configuration not stated) the results were PostGolgi ctrl -4, S1P2 ag -2, S1P2 blocker -6, sEH act 7, HUVEC prolif 384 94, H69AR growth 86K 66, PTPN22 act 8, Fibroblast inh 95 and sEH inhibitor -7.
COc1ccc(-c2noc(COc3ccc4c(c3)OCO4)n2)cc1OC was read as PostGolgi ctrl -5, S1P2 ag -3, S1P2 blocker -22, sEH act -14, HUVEC prolif 384 91, H69AR growth 86K 85, PTPN22 act -6, Fibroblast inh 101 and sEH inhibitor 13.
For Nc1c(C(=O)NC2CCCCC2)nsc1C(=O)OCC(=O)NC1CCCCC1 the results were PostGolgi ctrl 31*, S1P2 ag -7, S1P2 blocker 8, sEH act -79, HUVEC prolif 384 90, H69AR growth 86K 95, PTPN22 act -12, Fibroblast inh 101 and sEH inhibitor 79.
Screening CCc1ccc(N/C(SC)=C(/C#N)C(N)=O)cc1 returned PostGolgi ctrl 3, S1P2 ag -9, S1P2 blocker -1, HUVEC prolif 384 101, H69AR growth 86K 91, PTPN22 act -3 and Fibroblast inh 106.
O=C(CN1CCN(c2ncc(C(F)(F)F)cc2Cl)CC1)Nc1ccc2c(c1)OCO2 was read as PostGolgi ctrl 16, S1P2 ag -10, S1P2 blocker -3, sEH act -10, HUVEC prolif 384 82, H69AR growth 86K 105, PTPN22 act 4, Fibroblast inh 107 and sEH inhibitor 9.
CCOC(=O)COc1ccc(S(=O)(=O)Nc2ccc3c(c2)OCO3)cc1 was read as PostGolgi ctrl 17, S1P2 ag -6, S1P2 blocker 7, sEH act -8, HUVEC prolif 384 41, H69AR growth 86K 100, PTPN22 act -4, Fibroblast inh 63 and sEH inhibitor 10.
Screening O=C(NCCCN1CCOCC1)C1CCC(=O)N1C1CCCCC1 (configuration not stated) returned PostGolgi ctrl 7, S1P2 ag -9, S1P2 blocker 4, sEH act 2, HUVEC prolif 384 99, H69AR growth 86K 71, PTPN22 act 21, Fibroblast inh 103 and sEH inhibitor 1.
`Cc1cc(=O)[nH]c(SCC(=O)Nc2ccc(S(=O)(=O)N3CCCCC3)cc2)n1` gave PostGolgi ctrl -2, S1P2 ag -3, S1P2 blocker -5, sEH act -13, HUVEC prolif 384 87, H69AR growth 86K 96, PTPN22 act -9, Fibroblast inh 95 and sEH inhibitor 13.
For Cc1coc2c(C)c3oc(=O)c4c(c3cc12)CCC4 the results were S1P2 ag -1, S1P2 blocker -8, sEH act -6, HUVEC prolif 384 91, H69AR growth 86K 87, PTPN22 act 4, Fibroblast inh 100 and sEH inhibitor 9.
Screening Cc1ccc(-n2nnnc2-c2cnoc2-c2cccc(F)c2)cc1 returned S1P2 ag 1, S1P2 blocker -19, sEH act -6, HUVEC prolif 384 72, H69AR growth 86K 87, PTPN22 act 16, Fibroblast inh 98 and sEH inhibitor 8.
`O=C(CCCN1C(=O)CCC1=O)Nc1ccc(Cl)c(C(F)(F)F)c1` gave PostGolgi ctrl 4, S1P2 ag 2, S1P2 blocker -12, sEH act -17, HUVEC prolif 384 104, H69AR growth 86K 93, PTPN22 act -12, Fibroblast inh 89 and sEH inhibitor 18.

The final 3 entries of the section above open the next one.
For Cc1coc2c(C)c3oc(=O)c4c(c3cc12)CCC4 the results were S1P2 ag -1, S1P2 blocker -8, sEH act -6, HUVEC prolif 384 91, H69AR growth 86K 87, PTPN22 act 4, Fibroblast inh 100 and sEH inhibitor 9.
Screening Cc1ccc(-n2nnnc2-c2cnoc2-c2cccc(F)c2)cc1 returned S1P2 ag 1, S1P2 blocker -19, sEH act -6, HUVEC prolif 384 72, H69AR growth 86K 87, PTPN22 act 16, Fibroblast inh 98 and sEH inhibitor 8.
`O=C(CCCN1C(=O)CCC1=O)Nc1ccc(Cl)c(C(F)(F)F)c1` gave PostGolgi ctrl 4, S1P2 ag 2, S1P2 blocker -12, sEH act -17, HUVEC prolif 384 104, H69AR growth 86K 93, PTPN22 act -12, Fibroblast inh 89 and sEH inhibitor 18.
`C#CCN(C)CC/C=C1\c2ccccc2CSc2ccccc21` gave S1P2 ag -6, S1P2 blocker 1, sEH act 10, HUVEC prolif 384 100, H69AR growth 86K 68, PTPN22 act -1, Fibroblast inh 105 and sEH inhibitor -7.
`CN1C(=O)C(O)(C2OC(C)(C)CCC2=O)c2ccccc21` (configuration not stated) gave PostGolgi ctrl 7, S1P2 ag -5, S1P2 blocker -10, sEH act 10, HUVEC prolif 384 95, H69AR growth 86K 71, PTPN22 act -2, Fibroblast inh 100 and sEH inhibitor -8.
CC1CCN(S(=O)(=O)c2ccc3[nH]c(=O)cc(C(=O)O)c3c2)CC1 was read as PostGolgi ctrl 31*, S1P2 ag 0, S1P2 blocker 12, sEH act -1, HUVEC prolif 384 108, H69AR growth 86K 93, PTPN22 act -9, Fibroblast inh 94 and sEH inhibitor -3.
`COc1ccccc1NC(=O)CSC(N)=O` gave PostGolgi ctrl 4, S1P2 ag 0, S1P2 blocker -2, sEH act 1, HUVEC prolif 384 56, H69AR growth 86K 28*, PTPN22 act 4, Fibroblast inh 89 and sEH inhibitor -2.
Screening CC(=O)Nc1nc(C(=O)Nc2c(C)n[nH]c2C)cs1 returned PostGolgi ctrl 4, S1P2 ag -6, S1P2 blocker 6, sEH act 1, HUVEC prolif 384 100, H69AR growth 86K 89, PTPN22 act -6, Fibroblast inh 93 and sEH inhibitor -3.
Screening CCN(CC)S(=O)(=O)c1cccc(NC(=O)Nc2cccc(C(F)(F)F)c2)c1 returned PostGolgi ctrl 17, S1P2 ag -2, S1P2 blocker -7, sEH act -76, PTPN22 act 5 and sEH inhibitor 76.
For COc1ccc(Cn2c(C3CC3)nc3ccc(NC(C)=O)cc3c2=O)cc1 the results were PostGolgi ctrl 27, S1P2 ag 0, S1P2 blocker -6, sEH act 6, HUVEC prolif 384 104, H69AR growth 86K 88, PTPN22 act 1, Fibroblast inh 90 and sEH inhibitor -6.
Cc1ccc(S(=O)(=O)NC(C)C(=O)Nc2ccccc2C(=O)N2CCCC2)cc1 (configuration not stated) was read as PostGolgi ctrl 9, S1P2 ag -7, S1P2 blocker 20, sEH act -3, HUVEC prolif 384 95, H69AR growth 86K 103, PTPN22 act -7, Fibroblast inh 101 and sEH inhibitor 2.
`O=C(Nc1ccccc1N1CCN(c2ccc(F)cc2)CC1)C12CC3CC(CC(C3)C1)C2` gave S1P2 ag 0, S1P2 blocker -23, sEH act -5, HUVEC prolif 384 96, H69AR growth 86K 77, PTPN22 act -5, Fibroblast inh 88 and sEH inhibitor 8.
Screening CC(=O)c1c(N2CCN(Cc3ccccc3)CC2)[nH]c(-c2ccccc2)nc1=S returned PostGolgi ctrl 7, S1P2 ag -8, S1P2 blocker -4, sEH act 6, HUVEC prolif 384 77, H69AR growth 86K 4.6*, PTPN22 act -7, Fibroblast inh 93 and sEH inhibitor -5.
Screening Cc1onc(-c2c(Cl)cccc2Cl)c1C(=O)N/N=C(\N)COc1ccc(Cl)cc1 returned PostGolgi ctrl 32*, S1P2 ag 6, S1P2 blocker 16, sEH act 3, PTPN22 act -5 and sEH inhibitor -3.
CC1Cc2nc(SCC(=O)c3ccccc3)n(Cc3ccccc3)c(=O)c2S1 (configuration not stated) was read as PostGolgi ctrl 23, S1P2 ag -5, S1P2 blocker -12, HUVEC prolif 384 80, H69AR growth 86K 78, PTPN22 act -12 and Fibroblast inh 85.
`CCOC(=O)c1c(N)sc(C(=O)N2CCCCC2)c1C` gave S1P2 ag -5, S1P2 blocker 0, sEH act 4, HUVEC prolif 384 103, H69AR growth 86K 98, PTPN22 act -5, Fibroblast inh 101 and sEH inhibitor 1.
Screening O=C(c1cccc(C(F)(F)F)c1)N1CCOC12CCN(c1ncc(C(F)(F)F)cc1Cl)CC2 returned PostGolgi ctrl 19, S1P2 ag -3, S1P2 blocker -12, sEH act -5, HUVEC prolif 384 86, H69AR growth 86K 63, PTPN22 act 3, Fibroblast inh 98 and sEH inhibitor 7.
O=C1C2(CCC13COC(c1ccc(O)cc1)OC3)COC(c1ccc(O)cc1)OC2 (configuration not stated) was read as PostGolgi ctrl 1, S1P2 ag -11, S1P2 blocker 3, sEH act -8, PTPN22 act -5 and sEH inhibitor 9.
`CN(C)c1ccc(-c2noc(C3CCN(S(=O)(=O)c4cccc(Cl)c4)CC3)n2)cc1` gave PostGolgi ctrl 26, HUVEC prolif 384 91, H69AR growth 86K 84 and Fibroblast inh 108.
Screening COc1ccc(C2C(C(=O)N3CCCCC3)CCC(=O)N2c2cc(OC)c(OC)c(OC)c2)cc1 (configuration not stated) returned PostGolgi ctrl 11, S1P2 ag -5, S1P2 blocker 3, sEH act -42, HUVEC prolif 384 103, H69AR growth 86K 87, PTPN22 act -2, Fibroblast inh 97 and sEH inhibitor 42.
Cc1csc(NC(=O)CSc2nnc(C)n2Cc2ccco2)n1 was read as PostGolgi ctrl -5, S1P2 ag -3, S1P2 blocker 14, sEH act 13, HUVEC prolif 384 89, H69AR growth 86K 82, PTPN22 act 9, Fibroblast inh 94 and sEH inhibitor -13.
For CCOC(=O)CC(=O)CSc1nc2c(cc1C#N)CCCCCC2 the results were PostGolgi ctrl 7, HUVEC prolif 384 101, H69AR growth 86K 104 and Fibroblast inh 113.
For COc1cc2c(cc1OC)CN(C(=S)Nc1ccccc1)CC2 the results were PostGolgi ctrl 6, S1P2 ag -5, S1P2 blocker 1, sEH act -1, PTPN22 act 6 and sEH inhibitor -1.
For Cc1nn(CC(=O)N2CCN(Cc3ccccc3)CC2)c(=O)c2ccccc12 the results were PostGolgi ctrl 0, HUVEC prolif 384 92, H69AR growth 86K 93 and Fibroblast inh 98.
`O=C(Nc1ccc(F)cc1)NC1(C(=O)NCc2ccc3c(c2)OCO3)CCCCC1` gave S1P2 ag -6, S1P2 blocker -7, sEH act -10, HUVEC prolif 384 98, H69AR growth 86K 79, PTPN22 act 0, Fibroblast inh 106 and sEH inhibitor 9.
Screening Cc1cc2n(n1)C(c1ccco1)Nc1ccccc1-2 (configuration not stated) returned PostGolgi ctrl 7, S1P2 ag -5, S1P2 blocker 2, sEH act -2, HUVEC prolif 384 105, H69AR growth 86K 85, PTPN22 act 0, Fibroblast inh 103 and sEH inhibitor 2.
Screening O=C(CCn1nc(-c2ccc(Cl)cc2)c2ccccc2c1=O)NCC1CCCO1 (configuration not stated) returned PostGolgi ctrl 6, S1P2 ag -3, S1P2 blocker 5, sEH act 1, HUVEC prolif 384 97, H69AR growth 86K 109, PTPN22 act -6, Fibroblast inh 108 and sEH inhibitor 1.
Screening Cc1cc(C(=O)CSc2nnc(NCc3ccccc3)s2)c(C)n1C returned PostGolgi ctrl 0, S1P2 ag -8, S1P2 blocker 5, sEH act -5, HUVEC prolif 384 66, H69AR growth 86K 32*, PTPN22 act -7, Fibroblast inh 63 and sEH inhibitor 5.
CC(C)(C)NCC(O)COCc1ccc(Cl)cc1 (configuration not stated) was read as PostGolgi ctrl 9, S1P2 ag 0, S1P2 blocker 1, sEH act -19, HUVEC prolif 384 107, H69AR growth 86K 106, PTPN22 act -17, Fibroblast inh 104 and sEH inhibitor 18.
